Source: PubChem BioAssay
Measles CPE – protection of cells from measles virus; Measles virus-infected cells, CPE protection, absorbance; protection (pct of control), % at 4 µM; 140,000 compounds, 1.5% hits; in the data active means protection mostly above about 24%, no sharp cut-off; inactive means mostly below about 26%; further: some compounds called inactive have numbers as strong as hits
MRP1 act – activates MRP-1; 140,000 compounds, 0.61% hits; H69AR cells + doxorubicin, viability rescue, CellTiter-Glo; viability increase, % at 10 µM;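 active means viability gain under doxorubicin at or above a set limit, the compound median plus 3 SD, cut at about 4.7% in these data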;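 further: MRP-1 overexpressing cells given doxorubicin 25 µM after compound pretreatment; 18-22 h compound pretreatment then 72 h with doxorubicin before readout; 0% = doxorubicin-only wells and 100% = vehicle-treated cells without doxorubicin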
GALR2 blocker – GALR2 (human) receptor antagonism | O43603 | GALR2-expressing cells, antagonist mode | inhibition, % at 4 µM | 140,000 compounds, 0.39% hits; in the data active means inhibition above about 27%;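 further: cells stimulated with galanin 1-16 at roughly its EC80; 0% = agonist challenge control and 100% = basal control without agonist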
Target sequence (O43603 whole entry, looked up): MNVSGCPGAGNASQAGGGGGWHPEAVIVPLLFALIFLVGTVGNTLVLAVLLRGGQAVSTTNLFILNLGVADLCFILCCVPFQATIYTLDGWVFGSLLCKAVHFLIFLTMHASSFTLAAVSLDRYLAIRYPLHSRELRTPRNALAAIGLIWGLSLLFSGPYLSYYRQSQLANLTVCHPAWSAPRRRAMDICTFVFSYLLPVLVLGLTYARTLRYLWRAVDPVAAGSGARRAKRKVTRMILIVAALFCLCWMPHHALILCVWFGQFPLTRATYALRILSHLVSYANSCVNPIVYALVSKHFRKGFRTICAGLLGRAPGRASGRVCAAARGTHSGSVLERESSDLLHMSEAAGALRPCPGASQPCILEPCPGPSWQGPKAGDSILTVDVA
BB579 growth dn – yeast BB579 growth reduction in restrictive medium. S. cerevisiae BB579 growth, OD615, 48 h. inhibition, % at 10 µM. 140,000 compounds, 0.51% hits. AID 804;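 active means inhibition above a set limit, 3 SD over the mean compound inhibition, cut at about 44% in these data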; further: inactives centre near -24
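Test system: Saccharomyces cerevisiae DeaD strain BB579, replicative lifespan model yeast | Buffer or medium: Restrictive CSMM-D medium | Doses: One dose, 10 µM compound with 0.25% DMSO | Incubation: 48 h exposure, 30 °C | Detection: Culture absorbance at 615 nm | Control set: Amphotericin B at 10 µg/mL as positive control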
Phagocytosis inh – macrophage phagocytosis inhibition; AID 1029; inhibition, % at 5 µM; 110,000 compounds, 0.07% hits; J774A.1 macrophage IgG-bead phagocytosis, imaging;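 active means inhibition above the mean of the plate negative controls plus 5 SD, cut at about 13% in these data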;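 further: phagocytic index as fraction of beads internalized from green versus red external bead signal; plate controls were DMSO negative control for no effect and cytochalasin-D positive control for full effect; some results beyond the cut were filed as inactive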
Yeast life ext – extends the lifespan of yeast; S. cerevisiae growth with nicotinamide, OD615; deaD strain in restrictive glucose medium; inhibition of the nicotinamide effect, % at 10 µM; 130,000 compounds, 0.68% hits; AID 775;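 active means inhibition above a set limit, placed 3 SD over the median of all compounds, cut at about 26% in these data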;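 further: 0% = nicotinamide-treated wells and 100% = cells grown without nicotinamide; some compounds called inactive have numbers as strong as hits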
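assay system = DeaD-strain S. cerevisiae | measured by = absorbance at 615 nm | probe or stimulus = nicotinamide 1.5 mM | buffer or medium = CSMM-D glucose medium, restrictive | times = 48 h at 30 °C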
E-sel TNF inh – TNF alpha driven E-selectin expression inhibition | HUVEC TNFa-induced E-selectin immunofluorescence, high content | inhibition, % at 2 µM | 120,000 compounds, 0.71% hits;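 active means inhibition above the batch mean plus 3 SD, and confirmed as a hit on visual image review, cut at about 43% in these data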;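 further: 0% = TNF-stimulated DMSO wells and 100% = unstimulated control wells; not every result past the cut was called active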
HCT116 bCat-KO – beta-catenin-lacking colon tumor cell growth suppression. viability, % at 10 µM. AID 818. 140,000 compounds, 1.5% hits. HCT116 beta-catenin knockout viability, CellTiter-Glo, 60 h; hits give low values;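 active means viability at or under a set limit, the compound median less 4 SD, cut at about 6% in these data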;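 further: 0% = Hyamine 1622 control at 20 µM and 100% = untreated cell control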
PTEN del growth – PTEN-deleted cell growth suppression; 140,000 compounds, 1.2% hits; AID 827; viability, % at 10 µM; HCT116 PTEN-null viability, CellTiter-Glo, 60 h; hits give low values;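 active means viability at or below a set limit, 4 SD under the median of all tested compounds, cut at about 3.7% in these data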;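 further: PTEN knockout HCT116 line with beta catenin targeted HCT116 as companion control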
NPY Y2 blocker – antagonists of human neuropeptide Y receptor Y2; P49146; NPY-Y2 expressing cells, antagonist mode; inhibition, % at 2.7 µM; 140,000 compounds, 0.99% hits; AID 793; in the data active means inhibition above about 17%;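 further: 0% = vehicle with agonist challenge and 100% = reference antagonist with challenge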
Target sequence (P49146 whole entry, looked up): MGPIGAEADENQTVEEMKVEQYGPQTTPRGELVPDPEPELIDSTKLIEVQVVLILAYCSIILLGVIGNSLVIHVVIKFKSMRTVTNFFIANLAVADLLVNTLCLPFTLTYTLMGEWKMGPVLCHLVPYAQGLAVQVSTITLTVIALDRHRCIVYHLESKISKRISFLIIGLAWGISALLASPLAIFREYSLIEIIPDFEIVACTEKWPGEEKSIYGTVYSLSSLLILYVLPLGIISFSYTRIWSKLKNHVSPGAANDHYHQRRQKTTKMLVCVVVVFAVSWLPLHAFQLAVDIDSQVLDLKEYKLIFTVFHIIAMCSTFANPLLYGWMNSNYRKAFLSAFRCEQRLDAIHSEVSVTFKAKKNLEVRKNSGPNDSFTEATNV
Starred values were filed as active, the others as inactive; nt = no result given; & = joins results of further samples.

Every second line gives: Yeast life ext | GALR2 blocker | Phagocytosis inh | MRP1 act | E-sel TNF inh | BB579 growth dn | PTEN del growth | Measles CPE | NPY Y2 blocker | HCT116 bCat-KO
COc1ccc(OCC(O)CNC(=O)c2ccc(Br)cc2)cc1 (stereo not given)
 : -7 | -10 | 4 | 0.9 | 18 | 2 | 94 | 10 | 7 | 97
O=C(O)CCC(=O)Nc1ccc(-c2nnc(-c3ccco3)o2)cc1
 : -4 | -3 | 0 | 1.4 | nt | -20 | 118 | 15 | 4 | 97
CCC(C(=O)NCc1ccccc1OC)n1nc(C)n2c(cc3occc32)c1=O (stereo not given)
 : -9 | 13 | -2 | 3.7 | -54 | -43 | 98 | 2 | 5 | 110
O=C(COC(=O)c1ccccc1C(=O)c1ccccc1)c1ccco1
 : -1 | -7 | -1 | -0.4 | -15 | 19 | 91 | 12 | 1 | 96
COc1ccc(S(=O)(=O)NCCC(C)C)cc1C
 : 2 | -10 | 0 | -3.0 | nt | -38 | 95 | 7 | -7 | 89
CCOC(=O)N1CCN(C(=O)Nc2ccc(Cl)cc2Cl)CC1
 : -14 | 15 | nt | -1.1 | 9 | -12 | 98 | 25 | 2 | 104
O=C(CN(Cc1ccc(F)cc1)C(=O)C1CSC(=O)C1)NC1CCCCC1 (stereo not given)
 : -6 | -2 | nt | -0.9 | nt | -1 | 103 | 12 | 3 | 94
CC1=NN(c2ccc(Br)cc2)C(=O)/C1=C/c1cccs1
 : -28 | 10 | nt | -3.1 | -19 | -45 | 74 | 8 | 2 | 79
O=C(Cn1ncc2c1-c1ccccc1OC2)N1CCN(c2ccccn2)CC1
 : -4 | 8 | 0 | -3.3 | nt | -1 | 96 | 12 | 0 | 105
CCCOc1cccc(C(=O)Nc2ccc(Br)cc2F)c1
 : -7 | -2 | -5 | 0.5 | 27 | -11 | 96 | 7 | 7 | 93
Cc1cc(OCC(=O)O/N=C(\N)c2ccccc2)ccc1Cl
 : -5 | 8 | -4 | 1.8 | 1 | -5 | 101 | 6 | 19* | 94
N#C/C(=C\c1ccc(Sc2nc3ccccc3[nH]2)o1)c1ccccc1
 : -12 | 6 | 0 | 0.4 | 7 | -26 | 68 | 24 | 3 | 61
Cc1scc(C(=O)NNC(=S)NCC(C)C)c1C
 : 0 | -4 | -4 | 0.8 | nt | 13 | 95 | 14 | 2 | 91
CN1c2ccsc2/C(=N/NC(=O)c2c(F)cccc2F)CS1(=O)=O
 : -4 | 4 | nt | -1.2 | 21 | -25 | 92 | 14 | 3 | 87
Cc1cccc(C(=O)NCc2nnc3c4ccccc4c(-c4ccccc4)nn23)c1
 : 1 | -18 | nt | -0.1 | nt | -27 | 66 | 6 | 7 | 71
C=CCn1c(SCC(=O)Nc2sc3c(c2C#N)CCC3)nnc1C1COc2ccccc2O1 (stereo not given)
 : -8 | 2 | -1 | -1.5 | nt | -43 | 67 | 17 | 7 | 66
Cn1nnnc1Sc1c(Cl)cccc1[N+](=O)[O-]
 : 2 | 1 | nt | -4.8 | nt | -8 | 78 | 17 | 1 | 83
COc1ccccc1Nc1nc2ccccc2n1C
 : -11 | 6 | nt | 0.0 | -8 | 12 | 82 | 22 | 2 | 89
O=C(NCCN1CCN(c2ccccc2F)CC1)C1CCCN(S(=O)(=O)c2cnc[nH]2)C1 (stereo not given)
 : -7 | -2 | 0 | -1.8 | nt | 13 | 82 | 6 | -2 | 85
Cc1cc(NC(=O)CCSc2ccccc2)ccc1Br
 : -8 | -7 | nt | -3.8 | nt | -7 | 81 | 31 | 6 | 82
Cc1ccc(N2CCN(C(=S)c3ccc(N(C)C)cc3)CC2)cc1
 : -8 | 20 | -1 | -2.9 | -7 | -10 | 102 | 14 | 4 | 96
COc1ccc(-c2cc(C(=O)N3CCN(c4ccccc4)CC3)c3ccccc3n2)cc1OC
 : 2 | -1 | 0 | -5.1 | -2 | 18 | 41 | 2 | 6 | 56
COC(=O)C(C(=O)OC)C(C[N+](=O)[O-])c1ccc(O)c(OC)c1 (stereo not given)
 : -3 | -10 | -7 | -4.1 | nt | -5 | 58 | 7 | 1 | 63
CCOC(=O)Cc1[nH]nc2c1C(c1cc(OC)ccc1OC)C(C#N)=C(N)O2 (stereo not given)
 : -3 | 11 | 0 | -2.6 | 1 | -22 | 87 | 11 | -1 | 92
Cc1nonc1C(=O)N/N=C/c1ccc(O)cc1
 : 4 | 3 | -6 | 0.3 | -11 | -32 | 101 | 12 | 5 | 94
c1cncc(C(c2nnnn2C2CCCC2)N2CCN(Cc3ccc4c(c3)OCO4)CC2)c1 (stereo not given)
 : -3 | -4 | 0 | -2.8 | nt | -17 | 100 | 2 | -2 | 91
Cc1ccc2nc(SCCCCOc3ccccc3)[nH]c2c1
 : -26 | 7 | nt | 0.1 | 41 | -30 | 75 | 3 | 6 | 82
Cn1c(=O)c2c(nc(NCc3ccco3)n2Cc2ccccc2Cl)n(C)c1=O
 : 22 | 1 | 8 | -3.0 | -11 | -18 | 90 | 12 | 7 | 89
O=C(Cn1c(CO)nc2ccccc21)Nc1cc(C(F)(F)F)ccc1N1CCOCC1
 : -8 | -2 | 2 | -2.3 | nt | -62 | 86 | 12 | 2 | 82
N#Cc1cc(C#N)c(N2CCN(c3ccccn3)CC2)nc1N
 : 5 | -13 | nt | 1.7 | 13 | -19 | 114 | 0 | 0 | 100
CCN(CC)C(=O)CSc1nc2ccccc2n1CC(=O)N1CCN(c2ccccc2OC)CC1
 : -6 | 8 | 0 | -0.3 | -3 | -38 | 101&91 | 9 | 2 | 96
CC(NS(=O)(=O)c1ccc(Br)cc1)C(c1cccs1)N1CCN(C)CC1 (stereo not given)
 : -12 | -1 | 0 | -1.2 | 2 | -44 | 98 | 27* | 3 | 90
COc1cc2c(cc1NC(=S)Nc1cccc(C)c1)oc1ccccc12
 : -11 | 2 | 0 | -1.7 | -7 | -41 | 85 | 14 | 2 | 100
COc1ccccc1NC(=O)c1ccc(Br)o1
 : -14 | 10 | 2 | -1.5 | 5 | -9 | 87 | 20 | 3 | 101
CCCCOc1ccc(NC(=S)Nc2cc(C)nc(SCCCC)n2)cc1
 : 20 | 4 | nt | -2.5 | nt | -29 | 86 | 26 | 2 | 70
Cc1ccc(-c2csc(NC(=S)NC(=O)c3ccco3)n2)cc1
 : 9 | -9 | -3 | 0.8 | 8 | -14 | 85 | 6 | 5 | 94
COc1cc(/C=N/N(C)c2ccccc2)ccc1O
 : -14 | 4 | nt | -0.7 | 1 | -20 | 107 | 7 | -4 | 93
CN(C)S(=O)(=O)c1ccc(Cl)c(C(=O)OCC(=O)NC(=O)c2cccn2C)c1
 : 6 | 9 | -11 | -0.8 | nt | -15 | 94 | 14 | 1 | 94
COc1ccccc1NC(=O)c1cn(C)c(=O)c2cc(OC)c(OC)cc12
 : -6 | 12 | 0 | -1.3 | nt | -42 | 106 | 3 | 1 | 97
Cc1cc(C)nc(N/N=C/c2ccccc2OCc2ccc([N+](=O)[O-])cc2)n1
 : 1 | 14 | nt | -2.1 | nt | -2 | 75 | 2 | 2 | 77
Cc1ccc(Cl)cc1Nc1nc(-c2sc(NC(=O)c3ccco3)nc2C)cs1
 : -5 | 13 | -1 | -5.3 | 9 | -49 | 7 | 2 | 2 | 8
C/C(CC(=O)Nc1ccc2ccccc2c1)=N\NC(=O)c1cnccn1
 : -9 | 1 | -7 | -2.2 | nt | -39 | 92 | 10 | 5 | 88
Cc1ccccc1OCCNC(=O)/C=C/c1ccccc1
 : -5 | -3 | -2 | -1.0 | nt | -15 | 96 | 25 | 6 | 90
CC(C)c1nc(NCC2CCCO2)c(C#N)c2c1COC(C)(C)C2 (stereo not given)
 : -11 | -22 | 4 | 0.3 | -27 | -18 | 101 | 5 | -2 | 96
COc1ccc(S(=O)(=O)N2CCOCC2)cc1NC(=O)COC(=O)C1COc2ccccc2O1 (stereo not given)
 : -2 | 10 | -10 | -1.9 | nt | -42 | 93 | 3 | 1 | 95
Cc1nc(C)c(C(=O)C2=C(O)C(=O)N(CCN3CCOCC3)C2c2cccs2)s1 (stereo not given)
 : -7 | -2 | nt | -1.4 | -2 | -19 | 99 | 12 | 0 | 97
Cc1ccc(NC(=O)C2CC(c3ccc(F)cc3)=NO2)cc1 (stereo not given)
 : -11 | 9 | -2 | -0.6 | 3 | -21 | 100 | 4 | 1 | 96
CC(=O)c1c(C(C)=O)c(C)n(-c2nc(-c3cccs3)c(C)s2)c1C
 : -8 | 7 | nt | -1.1 | -36 | -35 | 79 | 6 | 9 | 94
COc1cc2c(C(=O)N3CCN(C)CC3)c(C)n(-c3ccccc3)c2cc1Br
 : -23 | 3 | nt | -3.7 | 9 | 7 | 75 | 24 | 8 | 90
O=C(Nc1ccc(Cl)cc1C(F)(F)F)c1ccccc1
 : -3 | 3 | 0 | 1.8 | nt | -20 | 89 | 7 | 2 | 95

Later entries
Every second line gives: Yeast life ext | GALR2 blocker | Phagocytosis inh | MRP1 act | E-sel TNF inh | BB579 growth dn | PTEN del growth | Measles CPE | NPY Y2 blocker | HCT116 bCat-KO
CCc1nn(-c2ccccc2)c(N)c1-c1ccc(OC)c(OC)c1
 : -11 | -5 | 0 | -2.6 | 10 | -39 | 90 | 25 | -1 | 94
Cc1ccc(Oc2ccc(NC(=O)Cn3ccsc3=N)cc2)cc1
 : -15 | 9 | -1 | -2.0 | -8 | -15 | 56 | 18 | 4 | 71
COc1ccc(C(=O)NNC(=O)c2cc3cc([N+](=O)[O-])ccc3oc2=O)cc1OC
 : 6 | -5 | -12 | -1.4 | -10 | -42 | 93 | 14 | 5 | 93
O=C(Nc1ccc2nc(-c3ccccn3)[nH]c2c1)C1CCCCC1
 : 7 | 23 | 0 | -1.5 | -34 | -81 | 89 | 31 | 0 | 95
Nc1nonc1-c1nc2ccccc2n1Cc1ccc(F)cc1
 : -10 | -10 | 1 | -1.7 | nt | -15 | 49 | 2 | 18* | 52
C=CCN1C(=NC(=O)CC)SC2CS(=O)(=O)CC21 (stereo not given)
 : -12 | 2 | -1 | -1.1 | 9 | -40 | 98 | 3 | -1 | 88
COc1cc(C(c2sc3nc(C)nn3c2O)N2CC(C)OC(C)C2)cc(OC)c1OC (stereo not given)
 : -4 | 4 | 0 | -0.6 | -5 | -7 | 95 | 16 | 6 | 102
O=C(O)c1ccc(-n2nnnc2SCc2ccccc2F)cc1
 : 0 | 1 | 0 | -1.7 | nt | -6 | 94 | 8 | -1 | 95
CCOC(=O)C(CC)Sc1ncnc2c1nnn2-c1ccc(F)cc1 (stereo not given)
 : 3 | -8 | 1 | -2.5 | nt | -33 | 72 | 14 | 5 | 77
Cc1ccc(NS(=O)(=O)c2ccc(N3CCN(c4ccc(O)cc4)CC3)c([N+](=O)[O-])c2)c(C)c1
 : -4 | 2 | -3 | -3.0 | 9 | -3 | 57 | 12 | 1 | 62
